Rab7 wt GTP bind: dog Rab7 wildtype GTP binding, inhibitors and activators; GTP binding activity (percent of control), % at 10 µM; AID 758; actives 0.055% (n = 190,000); GST-Rab7 beads, fluorescent GTP binding, flow cytometry; actives lie on both sides; untreated = 100%, excess cold GTP = 0%;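 active = fluorescent GTP binding to Rab7 beads changed by at least 20 points from the 100% baseline, either direction, mostly lower; inconclusive = compound itself probably fluorescent, or too few beads counted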;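 note: median green fluorescence of bound Bodipy-FL-GTP per Rab7 bead population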
HRas wt GTP bind: modulators of GTP binding to human HRas wildtype. P01112. GTP binding activity, % at 10 µM. GST-Ras wt beads, Bodipy-FL-GTP binding, flow cytometry; actives lie on both sides. AID 759. actives 0.14% (n = 190,000);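 active = GTP binding activity at least 20% away from the 100% baseline, either lowered as inhibitor or raised as activator; inconclusive = flagged as likely green fluorescent, judged across all proteins in the well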;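 note: 0% = unlabeled GTP competition control and 100% = no-compound control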
Target sequence (P01112 whole entry, looked up): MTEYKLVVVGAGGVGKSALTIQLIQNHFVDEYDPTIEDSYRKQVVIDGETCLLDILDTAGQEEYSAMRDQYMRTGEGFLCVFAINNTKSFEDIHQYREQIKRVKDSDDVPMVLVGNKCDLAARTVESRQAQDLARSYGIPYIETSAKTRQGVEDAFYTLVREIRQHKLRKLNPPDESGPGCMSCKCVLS
Bim-Mcl-1: disrupts Bim peptide binding to human Mcl-1; Q07820; Bead-based flow cytometry, Bim peptide-Mcl-1 binding; inhibition, % at 10 µM; actives 0.1% (n = 190,000); AID 1009; in the data active = inhibition above about 40%;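 note: 0% = no compound tracer wells and 100% = peptide blocker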
Target sequence (Q07820 whole entry, looked up): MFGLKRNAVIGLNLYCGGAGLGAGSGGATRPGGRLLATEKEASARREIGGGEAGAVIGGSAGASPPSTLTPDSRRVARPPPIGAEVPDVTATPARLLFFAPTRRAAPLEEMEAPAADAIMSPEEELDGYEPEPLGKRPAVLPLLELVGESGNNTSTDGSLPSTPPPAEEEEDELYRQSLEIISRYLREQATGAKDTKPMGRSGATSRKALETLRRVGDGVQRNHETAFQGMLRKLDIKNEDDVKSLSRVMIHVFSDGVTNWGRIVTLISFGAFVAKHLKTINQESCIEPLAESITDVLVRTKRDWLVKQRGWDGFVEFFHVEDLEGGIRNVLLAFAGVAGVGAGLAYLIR
Rac1 wt GTP bind: human Rac1 wildtype GTP binding, inhibitors and activators; actives 0.27% (n = 190,000); AID 757; GST-Rac1 beads, fluorescent GTP binding, flow cytometry; actives lie on both sides; 0 = cold GTP competed, 100 = untreated; P63000; GTP binding activity (% of control), % at 10 µM;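 active = GTP binding activity at least 20 points away from the 100% control level, either lower or higher; inconclusive = compound flagged as likely green fluorescent, judged across all proteins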
Cdc42 wt: changes GTP binding to wildtype human Cdc42 | actives 0.2% (n = 190,000) | percent activity (GTP binding), % at 10 µM | AID 761 | GST-Cdc42 beads, Bodipy-GTP binding, flow cytometry; actives lie on both sides | P60953;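 active = percent activity GTP binding at least 20 points away from the 100% baseline, either down as inhibitor or up as activator; inconclusive = compound flagged as likely green fluorescent from well-wide comparison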;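 note: median bead fluorescence of bound Bodipy-FL-GTP at 100 nM; 0% = excess unlabeled GTP control and 100% = no compound control; below 100% means less GTP binding so inhibitor and above means activator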
Target sequence (P60953 whole entry, looked up): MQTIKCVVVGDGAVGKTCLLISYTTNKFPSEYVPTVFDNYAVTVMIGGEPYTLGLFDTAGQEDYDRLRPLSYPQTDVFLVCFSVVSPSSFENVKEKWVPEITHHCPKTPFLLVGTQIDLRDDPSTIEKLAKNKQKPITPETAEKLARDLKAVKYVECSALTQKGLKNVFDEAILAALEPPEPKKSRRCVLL
Pf gamet viab: kills late stage P. falciparum gametocytes. inhibition, % at 10.9 µM. AID 743093. actives 0.065% (n = 150,000). P. falciparum stage V gametocytes, ATP luminescence, 24 h;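 active = inhibition above the mean plus 3 SD of compounds within the control limits, set per campaign, cut at about 38% in these data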;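 note: 0% = DMSO wells and 100% = medium only without gametocytes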
Rac1 act GTP bind: human Rac1 activated mutant GTP binding change; P63000; GST-Rac1 activated beads, fluorescent GTP binding, flow cytometry; actives lie on both sides; 100% means binding = to untreated wells; percent activity (GTP binding), % at 10 µM; actives 0.11% (n = 190,000);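 active = GTP binding at least 20 percentage points away from the 100% baseline, in either direction, so actives lie on both sides; inconclusive = Compound likely fluorescent itself, or too few beads counted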
Mcl1 Bid PPI: Mcl-1/Bid interaction inhibition; TR-FRET Mcl-1/Bid-Dy647 peptide binding, 1536-well; inhibition, % at 21.7 µM; actives 0.97% (n = 220,000); AID 1021;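 active = compounds that cut the binding signal by more than half at the single screening dose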;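 note: His-tagged Mcl-1 with europium anti-His antibody binding Bid BH3 peptide; 0% = Mcl-1 plus peptide wells and 100% = peptide-only wells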
Avidin fluor: compound fluoresces at 488/530 nm on avidin beads. fluorescence (KMESF) at 10 µM. compound fluorescence 488/530 nm, flow cytometry; active compounds read high. AID 1775. actives 0.38% (n = 220,000); in the data active = fluorescence above about 47; note: inactives centre near 10
Mcl1 Noxa PPI: disrupts binding of human Mcl-1 to Noxa peptide; inhibition, % at 21.7 µM; Q07820; TR-FRET Mcl-1/Noxa peptide binding, 2 h; actives 1.5% (n = 220,000);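 active = compounds that cut the protein-peptide binding signal by more than 50% relative to plate controls in a single-dose test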;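 note: His-tagged Mcl-1 with rhodamine Noxa BH3 peptide and terbium anti-His antibody; 0% = Mcl-1 plus Noxa peptide wells and 100% = peptide-only wells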
Rab2A wt mod: changes GTP binding to wildtype dog Rab2A, up or down. GST-Rab2 wt beads, Bodipy-GTP binding, flow cytometry. AID 760. P61105. GTP binding activity, % at 10 µM. actives 0.19% (n = 190,000);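 active = GTP binding activity at least 20 points away from 100%, either lowered or raised; inconclusive = signal likely due to the compound's own green fluorescence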;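 note: 0% = beads with excess unlabeled GTP and 100% = no-compound control corrected for plate trend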
An asterisk follows results filed as active; ? = inconclusive; . = not tested or not shown.

SMILES	Rab7 wt GTP bind	HRas wt GTP bind	Bim-Mcl-1	Rac1 wt GTP bind	Cdc42 wt	Pf gamet viab	Rac1 act GTP bind	Mcl1 Bid PPI	Avidin fluor	Mcl1 Noxa PPI	Rab2A wt mod
COc1cccc(C(=O)Nc2ccc3nc(N4CCN(c5ncccn5)CC4)cc(C)c3c2)c1OC	96	94	6	98	100	.	96	83*	42	74*	97
COC(=O)c1[nH]c2c(c1C)C(=O)CCC2	95	97	-2	96	98	.	95	-17	11	11	95
Cc1ccc(CN2CCN(Cc3cnn(-c4ccc(F)cc4)c3)CC2CCO)o1 (centres undefined)	98	98	0	97	97	6	96	-8	10	-10	99
CC1CCN(Cc2csc(N)n2)CC1	106	104	1	111	104	.	101	-27	8	4	103
CCOC(=O)c1c(-c2cccc([N+](=O)[O-])c2)cn2ccccc12	101	101	-3	101	100	6	98	-38	17	4	101
C/C(=N/NC(N)=S)c1ccccc1[N+](=O)[O-]	107	111	7	108	108	7	106	-38	38	7	110
CN(C(=O)CSc1nnc(N)s1)c1c(N)n(Cc2ccccc2)c(=O)[nH]c1=O	108	105	-2	112	105	13	105	-19	8	23	106
CN(C(=O)CS(=O)(=O)c1cn(CC(=O)N2CCOCC2)c2ccccc12)c1ccccc1	96	96	0	101	96	25	94	-8	10	-1	96
CC(C)COC(=O)/C(C#N)=C/c1c[nH]c2ccccc12	100	101	-4	105	103	-20	99	-10	11	-7	98
Cc1ccccc1Oc1ccc(Oc2ccccc2C)nn1	101	98	0	101	97	-1	97	-15	19	24	99
COc1ccc(CN2CCC(CO)(Cc3ccccc3C(F)(F)F)CC2)c(F)c1	99	98	0	95	96	-12	95	-55	7	14	99
c1ccc2[nH]c(NCCN3CCOCC3)nc2c1	93	96	-5	94	99	-4	96	-9	13	-9	94
O=c1c2ccccc2c2c(O)nc(-c3ccccc3)n2n1Cc1ccccc1	105	105	-1	113	104	.	99	-14	9	-1	103
Cc1ccccc1C(=O)N1CCN(c2ccc(NC(=S)NC(=O)c3cccs3)cc2)CC1	92	94	0	96	94	3	91	-17	9	24	92
CS(=O)(=O)N(CC(=O)O)c1ccc2c(c1)OCO2	98	98	-2	96	99	-5	98	9	35	11	97
COc1ccc(C(=O)Nc2cccnc2)cc1S(=O)(=O)N1CCOCC1	91	92	-2	89	91	-8	90	-9	3	26	93
COC(=O)C1=C(C)NC(=O)CC1c1cc2c(cc1Br)OCO2 (centres undefined)	95	100	1	101	100	.	98	-22	12	-12	100
Cc1ccc(/C=N/n2c(-c3cccs3)n[nH]c2=S)cc1	93	97	-1	96	96	-31	94	-42	12	22	93
O=C(Cc1ccccc1)N/N=C/c1ccccc1Cl	103	103	1	98	103	-8	97	-13	11	-4	101
Cc1nn(-c2ccccc2)c(N2CCCC2)c1/C=N/NC(=S)Nc1ccccc1F	97	100	2	102	102	-15	100	-22	9	15	99
COc1ccc([C@H]2[C@H](C(=O)OC(C)(C)C)N3N=Cc4ccccc4C3C23C(=O)c2ccccc2C3=O)c(OC)c1 (some centres undefined)	98	100	-3	101	93	-7	99	-46	17	10	102
CCCS(=O)(=O)N1CCC(C(=O)NCCN(CC)c2ccccc2)CC1	99	102	-7	104	100	.	102	-13	13	47	99
O=C(c1ccccc1F)c1cc2c(cc1[N+](=O)[O-])OCCO2	104	95	-2	94	93	12	89	3	6	10	93
N#CCNC(=O)c1cccn1-c1ncc(C(F)(F)F)cc1Cl	100	101	0	105	98	18	100	3	13	13	99
O=C(NC1CCCc2ccccc21)c1ccc2c(c1)OCO2 (centres undefined)	96	97	-3	99	96	8	95	-14	9	-5	97

Continuation.
SMILES	Rab7 wt GTP bind	HRas wt GTP bind	Bim-Mcl-1	Rac1 wt GTP bind	Cdc42 wt	Pf gamet viab	Rac1 act GTP bind	Mcl1 Bid PPI	Avidin fluor	Mcl1 Noxa PPI	Rab2A wt mod
Cc1noc(C)c1CN(C(=S)NC(C)C)c1ccccc1	99	102	14	107	105	-6	100	-37	11	10	101
Cc1cccc(C(=O)NNC(=O)c2ccco2)c1	99	102	-1	106	103	-2	100	-18	4	1	99
CCCN(CCC)CCCNC(=O)c1cc2cc3ccc(OC)cc3nc2o1	101	103	0	103	104	.	101	.	9	.	101
CN(C)CCCNc1oc(-c2cccc(Cl)c2)nc1C#N	96	96	-3	95	97	.	93	-9	11	8	92
CCNC(=O)CSc1nc(-c2ccccc2)cs1	103	99	-1	103	101	.	98	-16	21	-6	101
Oc1c(C(c2cccs2)N2CCN(c3ccccc3)CC2)sc2ncnn12 (centres undefined)	103	101	0	106	100	.	98	-50	7	5	100
O=S(=O)(c1ccccc1)c1cnn(-c2ccccc2)c1-c1ccc(Cl)cc1	102	99	-1	105	98	10	96	2	23	7	94
COc1ccc2c(c1)c(=O)c(Br)c(C)n2Cc1ccccc1	95	99	3	105	99	.	98	4	23	2	97
COc1ccc(OCC(=O)Nc2ccccc2O)cc1	101	100	-6	100	100	.	97	-4	14	10	99
COc1ccc(S(=O)(=O)N2CCOCC2)cc1NC(=O)CN1CCCC1	102	99	-3	99	96	1	95	-3	20	23	99
Cc1ccc(C2CC(c3ccccc3C)n3nc(N)nc3N2)cc1 (centres undefined)	101	100	1	104	105	.	99	-36	6	16	100
CCCC(=O)Nc1ccc(C(=O)Nc2cc(C(F)(F)F)ccc2Cl)cc1	95	99	1	99	97	.	98	-13	7	0	98
Cc1ccc(C(=O)O)cc1NC(=S)NC(=O)c1ccc([N+](=O)[O-])cc1Cl	95	99	-7	104	100	-6	98	-41	17	8	98
CC1=C(C(=O)Nc2cccnc2)C(c2cccnc2)n2nc(-c3cccs3)nc2N1 (centres undefined)	104	103	0	108	104	.	100	-6	18	14	100
COc1ccc(-n2cc(CNCCc3nc(C)cc(C)n3)c(-c3ccccc3Cl)n2)cc1	96	96	32	100	100	-12	99	-21	13	2	98
COCCn1c(C)nnc1SCC(=O)Nc1ccccc1[N+](=O)[O-]	104	97	2	99	96	-9	96	-21	13	24	96
Cc1oc2ccc(O)cc2c1C(=O)c1ccc([N+](=O)[O-])cc1	97	100	-8	100	98	-1	100	-53	3	2	99
O=C(CSc1nnc(SCc2ccccc2)s1)N/N=C/C=C\c1ccco1	95	97	-2	99	99	3	97	-59	2	54*	94
CSc1nc2nc3c(c(=O)n2[nH]1)CCC3	101	101	-3	100	100	.	95	15	15	20	99
CCOC(=O)c1c(C)nc2c(c1-c1ccc(OC)cc1)C(=O)CC(C)(C)C2	97	102	-4	104	99	.	100	-46	12	-3	100
COc1cccc(C(=O)/C=C/Nc2ccc(S(=O)(=O)Nc3nc(C)cc(C)n3)cc2)c1	96	97	-6	95	100	.	97	-50	16	17	94
CC(C)(C)c1ccc(OCCN2CCCC2)cc1	106	102	-1	101	100	.	98	23	7	3	101
COc1ccccc1/C=C\C=N\n1c(C2CCCCC2)n[nH]c1=S	91	93	-6	91	93	-8	92	-2	8	.	93
CC(C)c1nc2sc3c(c2c(=O)o1)CCCC3	98	98	-1	98	102	.	99	-7	8	6	98
CCOC(=O)C(NC(C)=O)(Nc1ccc(S(=O)(=O)Nc2ncccn2)cc1)C(F)(F)F (centres undefined)	97	97	3	98	95	8	98	-41	9	3	96

(cont.)
SMILES	Rab7 wt GTP bind	HRas wt GTP bind	Bim-Mcl-1	Rac1 wt GTP bind	Cdc42 wt	Pf gamet viab	Rac1 act GTP bind	Mcl1 Bid PPI	Avidin fluor	Mcl1 Noxa PPI	Rab2A wt mod
N/C(Cc1ccc([N+](=O)[O-])cc1)=N\OC(=O)c1cccc(Br)c1	90	93	-3	94	92	34	96	-16	11	16	94
O=C(NNC(=O)C1CC=CCC1C(=O)O)c1cccs1 (centres undefined)	92	96	1	98	97	6	96	-10	10	-4	95
CNc1nc(Cl)nc(Nc2ccccc2)n1	95	95	2	95	97	4	96	-19	10	3	95
NC(=O)c1ccccc1OCCOCCOCCOc1ccccc1C(N)=O	101	100	-5	112	106	.	99	-18	13	9	101
CCOC(=O)C(C)n1cnc2sc(C)c(C)c2c1=O (centres undefined)	101	102	-5	108	101	-12	100	3	4	17	100
O=C(c1cccc([N+](=O)[O-])c1)c1cc2ccccc2o1	102	99	-2	101	101	-2	98	-3	15	25	95
CCC(Nc1nc(-c2ccccc2)nc2ccccc12)C(=O)O (centres undefined)	100	98	-1	108	101	25	102	-10	11	-15	97
Cc1c(Cl)cccc1NC(=S)NC1CC1	98	102	-3	106	109	.	103	-24	7	11	105
CCc1ccc2nc(N)sc2c1	?	?	-2	?	?	4	?	-24	11	6	?
CCOC(=O)C1=C(CSc2nc(C)cc(C)c2C#N)OC(N)=C(C#N)C1c1cccs1 (centres undefined)	98	102	3	97	99	.	95	-24	17	0	98
CCC(C)COC(=O)c1ccc(C(=O)O)cc1 (centres undefined)	96	101	0	102	102	-14	100	6	15	15	102
CCOC(=O)C1(CCOC)CCN(Cc2ccc(C(=O)OC)cc2)CC1	99	98	-2	98	100	-2	97	-4	14	6	101
Cc1[nH]c(=O)[nH]c(=O)c1/C=N/NC(=O)[C@@H](NC(=O)OC(C)(C)C)C(C)C	105	103	0	101	105	.	99	-21	12	-12	104
Cc1ccccc1CN(C)CC(=O)Nc1ccccc1-c1ccccc1	99	98	-6	103	99	.	98	-3	4	15	96
O=C(CCC1COc2ccccc2O1)Nc1ncccc1O (centres undefined)	97	98	0	96	98	7	99	-18	8	9	95
CCOc1ccc(C2=NNC(c3cccs3)=Nc3ccc(OC)cc32)cc1OCC	97	98	-5	103	98	.	96	-11	13	3	97
N#CCSc1nnc(-c2sc3ccccc3c2Cl)o1	102	102	-3	103	94	-1	99	-11	3	27	100
Cc1cc(N2CCOCC2)n2nc(-c3cccc(F)c3)cc2n1	101	99	-8	106	106	.	100	-16	32	7	100
C/C(=N\NC(=S)NCc1ccccc1)c1ccc2c(c1)OCCO2	102	97	-3	99	94	20	93	-27	12	-4	96
COc1ccc(/C=C/c2cc[n+](C(=O)Cc3ccccc3)cc2)cc1	104	100	2	103	94	-3	99	-8	10	9	104

Reformatted: results already given
mol | Rab7 wt GTP bind | HRas wt GTP bind | Bim-Mcl-1 | Rac1 wt GTP bind | Cdc42 wt | Pf gamet viab | Rac1 act GTP bind | Mcl1 Bid PPI | Avidin fluor | Mcl1 Noxa PPI | Rab2A wt mod
O=C(c1cccc([N+](=O)[O-])c1)c1cc2ccccc2o1 | 102 | 99 | -2 | 101 | 101 | -2 | 98 | -3 | 15 | 25 | 95
CCC(Nc1nc(-c2ccccc2)nc2ccccc12)C(=O)O (centres undefined) | 100 | 98 | -1 | 108 | 101 | 25 | 102 | -10 | 11 | -15 | 97
Cc1c(Cl)cccc1NC(=S)NC1CC1 | 98 | 102 | -3 | 106 | 109 | . | 103 | -24 | 7 | 11 | 105
CCc1ccc2nc(N)sc2c1 | ? | ? | -2 | ? | ? | 4 | ? | -24 | 11 | 6 | ?
